NOD2 inhibition – inhibition of NOD2-driven NF-kB reporter – cell-based, luminescence, uHTS, HEK293 (AID 1566); 290,000 compounds, 0.63% hits; one-dose inhibition, % at 4 µM; EC50 in µM for titrated hits; HEK293 NOD2/NF-kB luciferase reporter, luminescence; higher % means a stronger effect; note: many of its hits are not listed in these tables
human PMI inhibition – inhibitors of human PMI, primary screen, biochemical, fluorescence intensity, coupled assay (AID 1209). purified PMI enzyme, coupled fluorescence intensity; higher % means a stronger effect. inhibition, % at 20 µM, or IC50 in µM where a hit was titrated. 190,000 compounds, 0.42% hits;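 note: plate controls were DMSO vehicle for no effect and wells lacking substrate for full effect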
NOD1 NF-kB reporter – inhibition of NOD1-driven NF-kB reporter – cell-based, luminescence, uHTS, primary screen (AID 1578); NOD1-driven NF-kB luciferase reporter cells, luminescence; higher % means a stronger effect; inhibition, % at 4 µM; hits with a dose series show EC50 in µM; 290,000 compounds, 1% hits; in the data active = inhibition mostly above about 36%, no sharp cut-off; inactive = mostly below about 34%;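 note: HEK-293T reporter cells stimulated with the NOD1 agonist gamma-tri-DAP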
KOR beta-arrestin-1 – KOR antagonists, beta-arrestin recruitment, cell-based, luminescence, uHTS (AID 1778) | 290,000 compounds, 0.091% hits | inhibition, % at 10 µM, or IC50 in µM where a hit was titrated | KOR beta-arrestin recruitment, luminescence, antagonist mode; higher % means a stronger effect; note: strong numbers were not always called active
KOR beta-arrestin-2 – KOR agonists, beta-arrestin recruitment, primary screen, cell-based, luminescence, uHTS (AID 1777); KOR beta-arrestin recruitment, luminescence; higher % means a stronger effect; activation, % at 10 µM, or EC50 in µM where a hit was titrated; 280,000 compounds, 0.02% hits; in the data active = activation above about 50%, passing the limit was not always enough; note: a part of the inactive calls stands beside numbers as strong as those of hits
TNAP activation fold – stimulation of alkaline phosphatase TNAP activity – biochemical, luminescent, no phosphate acceptor, uHTS, primary screen (AID 1001) | 200,000 compounds, 0.03% hits | purified TNAP, luminescent activation assay, no phosphate acceptor; higher activation fold means a stronger effect | one-dose activation fold at 20 µM; EC50 in µM for titrated hits; in the data active = activation fold from about 3, or a potency from the dose series; inactive = the rest, 99 in 100 with activation fold below about 1.6; note: many of its hits are not listed in these tables
XIAP displacement – XIAP antagonists, biochemical, IAP family, fluorescence polarization (AID 1018) | 200,000 compounds, 0.007% hits | XIAP BIR domain, fluorescence polarization peptide displacement; higher % means a stronger effect | displacement, % at 20 µM; hits with a dose series show IC50 in µM; in the data active = displacement above about 50%; note: a part of the inactive calls stands beside numbers as strong as those of hits
human PMI inhibitors – MPI inhibition at elevated mannose 6-phosphate – biochemical, fluorescence intensity, high mannose 6-phosphate, primary screen (AID 1220). inhibition, % at 20 µM; hits with a dose series show IC50 in µM. 190,000 compounds, 0.66% hits. recombinant PMI enzyme, coupled fluorescence intensity; higher % means a stronger effect
LYP phosphatase – PTPN22 lymphoid phosphatase activity blockers – biochemical, fluorescence intensity, uHTS (AID 1779); recombinant LYP phosphatase, fluorescence intensity; higher % means a stronger effect; inhibition, % at 11.5 µM; hits with a dose series show IC50 in µM; 290,000 compounds, 0.054% hits;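 note: plate controls were vehicle with enzyme for no effect and no enzyme for full effect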
Numbers without * were called inactive; . = not tested or not shown; [ ] = remark or other dose. Cut-off read from the data, not from the text of the source, unless noted: active = inhibition above about 50%; inactive = the rest. A portion of the library, so the mix of outcomes need not match the whole.

human PMI inhibitors | TNAP activation fold | NOD1 NF-kB reporter | KOR beta-arrestin-2 | NOD2 inhibition | XIAP displacement | KOR beta-arrestin-1 | human PMI inhibition | LYP phosphatase | Compound
-6% | 0.9 | -12% | -15% | 2% | -7.7% | 28% | -5% | -2% | CN1CCN(CCCNC(=O)c2ccc(CS(=O)(=O)c3ccc(Br)cc3)o2)CC1
34% | 1.1 | 25% | 6.8% | -26% | -8.0% | 27% | 10% | -3% | COc1cccc(NC(=S)N2CCn3cccc3C2c2cccnc2)c1 (configuration not stated)
9% | 1 | -5% | -3.8% | 5% | -4.4% | -34% | 12% | 1% | O=C(CCn1c(=O)oc2ccccc21)Nc1cccc(Cl)c1
1% | 1.2 | -8% | 6.5% | -8% | -31% | 2% | 4% | -8% | O=C(NC(NC(=S)N1CCOCC1)C(Cl)(Cl)Cl)c1cccc2ccccc12 (configuration not stated)
. | . | 12% | -2.1% | 3% | . | 10% | . | -4% | COC(=O)CSc1ncnc2scc(-c3ccccc3)c12
-8% | 1.1 | -12% | 0.7% | 0% | -9.3% | -8% | -6% | -4% | CCOC(=O)CNc1nc(OCC#N)nc(N2CCOCC2)n1
14% | 1.1 | 42% | 1.5% | 15% | -7.7% | 4% | 20% | -5% | COc1ccc(-c2n[nH]c(C(F)(F)F)c2-c2cc3ccccc3o2)c(O)c1
. | . | 0% | 4.9% | 5% | . | 15% | . | 5% | CC(C)(C)OC(=O)N[C@@H](CCCCNC(=O)OCc1ccccc1)c1nnc([C@H](CCCCNC(=O)OCc2ccccc2)NC(=O)OC(C)(C)C)o1
10% | 1.1 | -35% | -6.7% | -5% | -8.8% | -4% | 6% | -7% | COCCN(CCOC)C(=O)C12CCC(C)(C(=O)C1)C2(C)C (configuration not stated)
7% | 1 | -14% | 1.6% | 6% | -9.8% | 31% | 10% | -2% | Cc1ccccc1CSc1nc2c(c(=O)[nH]1)CCC2
6% | 1.2 | -37% | . | 0% | 0.8% | 6% | -1% | -3% | COc1ccc(N2CCN(Cc3cc(=O)oc4ccc(Cl)cc34)CC2)cc1
-2% | 1.1 | 40% | -2.7% | 17% | 1.7% | 0% | 0% | -2% | Clc1ccc(-n2ncc3c(N4CCCC4)ncnc32)cc1
1% | 2.7 | -17% | 6.0% | 6% | -7.9% | 12% | 9% | -3% | O=C(NCCc1cccc(Cl)c1)c1cc([N+](=O)[O-])ccc1Cl
-1% | 0.7 | 1% | 0.4% | 12% | -4.4% | -22% | -7% | -2% | COc1ccc(NC(=O)C2CCCN(S(=O)(=O)c3c(C)n[nH]c3C)C2)c(OC)c1 (configuration not stated)
. | . | -22% | -1.8% | 4% | . | -1% | . | -10% | CCOc1ccc(CCNC(=O)CSc2ncn[nH]2)cc1OCC
. | . | -2% | 6.6% | 11% | . | 7% | . | -2% | COC(=O)CCCC1=CC2=C(c3ccccc3)C(=O)C(C)(OC(=O)C3CCCC3)C(=O)C2=CN1Cc1ccco1 (configuration not stated)
-30% | 1.1 | -36% | -0.2% | -6% | -4.8% | -8% | -31% | -1% | Clc1ccccc1CNCc1ccncc1
9% | 1 | -33% | 1.9% | 13% | -3.0% | 6% | 4% | -1% | COCCN(CCOC)C(=O)c1sc2nc(-c3ccccc3)cn2c1C
8% | 0.9 | -10% | 1.9% | -6% | 0.1% | -7% | 12% | -10% | C=CCn1c(-c2cccc(Cl)c2)n[nH]c1=S
5% | 1.1 | -27% | 0.7% | -13% | -6.4% | -3% | 7% | -5% | COc1ccc(OC(=O)c2cc3ccccc3o2)cc1
. | . | 3% | -0.7% | 18% | . | 18% | . | -2% | COc1ccc2cc(C(C)C(=O)NC3CCC(O)CC3)ccc2c1 (configuration not stated)
-16% | 0.9 | 10% | 8.6% | -41% | -5.0% | 1% | -8% | 9% | CCN(CC)S(=O)(=O)c1ccc(-c2nnc(SCC(=O)N3c4ccccc4CC3C)o2)cc1 (configuration not stated)
0% | 1 | -47% | 0.6% | -12% | -7.1% | -22% | 1% | -1% | O=C(O)CCNC1C=CS(=O)(=O)C1 (configuration not stated)
15% | 1 | -7% | 0.4% | 22% | -2.5% | 1% | 4% | -4% | CN(C)c1ccc(/C=c2/sc3n(c2=O)NC2(c4ccccc4)N(C)C(=O)N(C)C2(c2ccccc2)N=3)cc1 (configuration not stated)
8% | 1.1 | -17% | 1.5% | 7% | 0.4% | -9% | 4% | -11% | O=C(COC(=O)c1cccs1)NCC1CCCO1 (configuration not stated)
12% | 1 | -24% | 3.6% | 0% | -8.7% | -21% | 19% | -3% | O=C(Nc1nc2ccccc2[nH]1)C1CCN(S(=O)(=O)c2cccs2)CC1
. | . | 3% | 5.5% | -33% | . | 17% | . | -15% | Nn1c(SCc2cccc(F)c2)nnc1-c1ccncc1
. | . | -12% | -0.3% | 8% | . | -27% | . | -6% | CCc1cccc(NC(=O)Cn2c(=O)c3cccn3c3ccccc32)c1
-6% | 1.1 | 15% | -1.9% | 16% | -7.3% | 6% | -2% | -16% | Cc1cn(COC/C=C/c2ccccc2)c(=O)[nH]c1=O
-4% | 1.1 | -10% | -4.2% | 8% | -2.1% | 0% | 0% | -1% | COc1ccc(C)cc1Nc1nnc(C)c(=O)[nH]1
-6% | 1.1 | -34% | -0.4% | 15% | -0.3% | 29% | -9% | -5% | Cc1cc(C)c(NC(=O)C2CCCN2CCC(C)C)c(C)c1 (configuration not stated)
2% | 1.1 | -39% | -2.7% | 9% | -0.4% | -3% | 0% | -1% | COC(=O)CSc1nnc(-c2cccnc2)n1C
. | . | 0% | -6.6% | 8% | . | -2% | . | -10% | Cc1cc(C)c(C#N)c(SCCN2CCCCC2)n1
. | . | -21% | -1.7% | -10% | . | -6% | . | -9% | COc1cccc(-c2nc(CS(=O)CC(=O)NCCc3ccccc3)c(C)o2)c1 (configuration not stated)
. | . | -14% | 4.2% | 7% | . | -47%[20 µM] | . | -11% | COc1ccc(C(=O)NCCOC(C)C)cc1OC1CCN(C(C)=O)CC1
-6% | 1.1 | -44% | 7.3% | -1% | -2.9% | 24% | -7% | 4% | CCSc1nnc(Cn2c(=O)sc3ccccc32)n1-c1ccc(OC)cc1

Part of the list above, with bars between the fields.
Molecule | human PMI inhibitors | TNAP activation fold | NOD1 NF-kB reporter | KOR beta-arrestin-2 | NOD2 inhibition | XIAP displacement | KOR beta-arrestin-1 | human PMI inhibition | LYP phosphatase
COc1ccc(N2CCN(Cc3cc(=O)oc4ccc(Cl)cc34)CC2)cc1 | 6% | 1.2 | -37% | . | 0% | 0.8% | 6% | -1% | -3%
Clc1ccc(-n2ncc3c(N4CCCC4)ncnc32)cc1 | -2% | 1.1 | 40% | -2.7% | 17% | 1.7% | 0% | 0% | -2%
O=C(NCCc1cccc(Cl)c1)c1cc([N+](=O)[O-])ccc1Cl | 1% | 2.7 | -17% | 6.0% | 6% | -7.9% | 12% | 9% | -3%

The listing continues:
human PMI inhibitors | TNAP activation fold | NOD1 NF-kB reporter | KOR beta-arrestin-2 | NOD2 inhibition | XIAP displacement | KOR beta-arrestin-1 | human PMI inhibition | LYP phosphatase | Compound
0% | 1.1 | -15% | -2.8% | 3% | 1.8% | -23% | -8% | 1% | COCCc1nnc(NC(=O)Cc2ccccc2)s1
. | 1.1 | -22% | . | 18% | -0.8% | -33%[20 µM] | . | -4% | Cc1oc(-c2ccc3c(c2)OCCO3)cc1C(=O)NCC(=O)O
. | . | -2% | 3.7% | 6% | . | -17% | . | -5% | CN(C)c1ccc(C(=O)NCc2ccc3c(c2)CCO3)cc1
. | . | -25% | -8.9% | 17% | . | -11%[20 µM] | . | -6% | Cc1cnc(NC(=O)Cc2ccc(Br)cc2)s1
20% | 1.1 | -21% | -4.9% | -3% | -6.2% | 10% | 2% | 2% | O=C(CSc1c2c(nc3ccccc13)CCCC2)NCc1ccco1
. | . | 4% | 4.4% | -5% | . | -49% | . | -4% | CCCC(=O)NC(c1ccc(OC)cc1)c1c(O)ccc2ccccc12 (configuration not stated)
. | . | -22% | -1.0% | -2% | . | 9% | . | -9% | O=C(Nc1ccccc1C(=O)O)c1ccc(NC(=O)C2CCCO2)cc1 (configuration not stated)
. | . | -8% | 1.9% | 5% | . | 16% | . | -6% | Nc1ccc(S(=O)(=O)N2CCCC2)cc1Cl
8% | 1.1 | . | 0.5% | -3% | -8.2% | -14% | 7% | 4% | CCC(C)NC(=O)CC(NS(=O)(=O)c1ccc(Cl)cc1)c1ccco1 (configuration not stated)
. | . | -5% | 2.3% | 17% | . | -9% | . | -3% | CC1(C)Cc2c(c(N3CCOCC3)nc3sc(C(N)=O)c(N)c23)CO1
0% | 1.1 | -12% | -1.3% | -64% | -4.3% | 9% | 14% | -1% | Cc1ccc(Oc2cc(NC(=O)CCCn3nc([N+](=O)[O-])c(Cl)c3C)cc([N+](=O)[O-])c2)cc1
. | . | 4% | -1.0% | 8% | . | -11% | . | -8% | CCOc1ccc(N(C(=O)c2snc(C(N)=O)c2N)C(CC)C(=O)NC2CCCC2)cc1 (configuration not stated)
. | . | -48% | -3.2% | -66% | . | 33% | . | -8% | COc1ccc(OCc2cc(C(=O)N3CCSCC3)no2)c(Cl)c1
-9% | 1.1 | -28% | -1.0% | 0% | -6.9% | -10% | -7% | 3% | COc1ccccc1CNC(=O)C1CCN(C(=O)NC2CCCCC2)CC1

Four of the compounds above, as labelled records:
smiles: Cc1oc(-c2ccc3c(c2)OCCO3)cc1C(=O)NCC(=O)O
  human PMI inhibitors: .; TNAP activation fold: 1.1; NOD1 NF-kB reporter: -22%; KOR beta-arrestin-2: .; NOD2 inhibition: 18%; XIAP displacement: -0.8%; KOR beta-arrestin-1: -33%[20 µM]; human PMI inhibition: .; LYP phosphatase: -4%

smiles: CN(C)c1ccc(C(=O)NCc2ccc3c(c2)CCO3)cc1
  human PMI inhibitors: .; TNAP activation fold: .; NOD1 NF-kB reporter: -2%; KOR beta-arrestin-2: 3.7%; NOD2 inhibition: 6%; XIAP displacement: .; KOR beta-arrestin-1: -17%; human PMI inhibition: .; LYP phosphatase: -5%

smiles: Cc1cnc(NC(=O)Cc2ccc(Br)cc2)s1
  human PMI inhibitors: .; TNAP activation fold: .; NOD1 NF-kB reporter: -25%; KOR beta-arrestin-2: -8.9%; NOD2 inhibition: 17%; XIAP displacement: .; KOR beta-arrestin-1: -11%[20 µM]; human PMI inhibition: .; LYP phosphatase: -6%

smiles: O=C(CSc1c2c(nc3ccccc13)CCCC2)NCc1ccco1
  human PMI inhibitors: 20%; TNAP activation fold: 1.1; NOD1 NF-kB reporter: -21%; KOR beta-arrestin-2: -4.9%; NOD2 inhibition: -3%; XIAP displacement: -6.2%; KOR beta-arrestin-1: 10%; human PMI inhibition: 2%; LYP phosphatase: 2%

Bioassay records (PubChem BioAssay)
